# NPYLR7 agonist: mosquito NPYLR7 agonism; HEK293T NPYLR7/Galpha15, GCaMP6s calcium fluorescence; activation, % at 10 µM; hit rate 0.15% among 270,000; AID 1259423; in the data active means activation above about 40%;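 further: 0% = vehicle and 100% = reference agonist at the receptor; some compounds past the cut are filed as inactive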
# mcGAS lum: mouse cGAS inhibition by luminescence | Q8C6L5 | recombinant cGAS, Kinase-Glo ATP depletion luminescence | inhibition, % at 12.5 µM | hit rate 0.15% among 160,000;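 further: 0% = negative control wells and 100% = reference inhibitor with no enzyme activity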
# hcGAS lum: inhibitors of human cGAS; AID 1259398; Q8N884; inhibition, % at 12.5 µM; hit rate 0.081% among 290,000; recombinant h-cGAS, ATP depletion, Kinase-Glo luminescence;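 further: 0% = vehicle reaction and 100% = reaction without DNA for no activity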
# Target sequence (Q8N884 whole entry, looked up): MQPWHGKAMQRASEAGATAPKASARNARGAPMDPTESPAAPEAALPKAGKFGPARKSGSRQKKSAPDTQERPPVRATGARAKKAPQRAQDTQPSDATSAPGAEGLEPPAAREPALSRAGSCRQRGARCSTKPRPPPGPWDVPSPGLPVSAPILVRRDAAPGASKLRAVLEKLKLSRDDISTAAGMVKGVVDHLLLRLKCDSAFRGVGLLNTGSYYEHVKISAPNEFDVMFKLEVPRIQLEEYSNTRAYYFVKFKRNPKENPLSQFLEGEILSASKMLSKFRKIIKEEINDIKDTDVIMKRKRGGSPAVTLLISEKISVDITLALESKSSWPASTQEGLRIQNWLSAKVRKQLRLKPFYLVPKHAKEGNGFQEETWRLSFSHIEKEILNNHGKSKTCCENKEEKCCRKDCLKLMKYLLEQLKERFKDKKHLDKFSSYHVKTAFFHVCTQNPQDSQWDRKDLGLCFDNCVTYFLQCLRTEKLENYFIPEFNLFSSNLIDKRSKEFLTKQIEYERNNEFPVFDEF
# Active calls of the source: *; nt = no result given. Unless noted, no stated cut-off is given here; in the data, active means inhibition above about 40%; inactive means the rest.
1) O=S(=O)(c1ccc(OC(F)F)cc1)N1CCN(CC(OCc2c(F)cccc2F)c2ccc(Cl)cc2)CC1 (stereo unspecified)
2) COc1ccc(/C=C/C(=O)NC2CCCN(CCc3ccccc3)C2)cc1OC (stereo unspecified)
3) Cc1noc(C)c1CN1CCCC(c2nn(C)c(=O)n2-c2ccccc2)C1 (stereo unspecified)
4) Cc1c(C(=O)Nc2nccs2)nnn1-c1ccc(C(C)C)cc1
5) Cn1cc(CNC(=O)Nc2ccccc2)cn1
6) C=CCc1cccc(/C=N\NC(=O)CN2CCN(Cc3ccccc3)CC2)c1O
7) CCCCCCCCCCCCCC(=O)Nc1ccc(N2CCCC2)c(C(=O)NCc2ccc(F)cc2)c1
8) CCOCCS(=O)(=O)Cc1sc(-c2ccccc2)nc1C
9) CCCCc1nc(N2CCCN(C(=O)c3ccccc3F)CC2)c2c(C)nn(-c3ccccc3)c2n1
10) Fc1cccc(CN2CCN(Cc3cn[nH]c3C3CCCCC3)CC2)c1
entry no. | 1 | 2 | 3 | 4 | 5 | 6 | 7 | 8 | 9 | 10
NPYLR7 agonist | nt | -0.5 | -1.5 | -3.9 | 10.9 | -12.6 | -3.1 | -6.6 | 8.8 | -0.6
mcGAS lum | -6.9 | nt | -4.6 | -7.8 | nt | nt | -2.7 | -8.6 | -4.9 | -14.0
hcGAS lum | -4.1 | -5.6 | 5.3 | -3.9 | -5.7 | -3.8 | -1.1 | -2.5 | -1.7 | -3.8

11) CN(Cc1ccccc1)c1ncccc1CNCc1cc2c(cc1Cl)OCO2
12) COc1cccc(C(=O)N2CCN(c3cc(Cl)nc(SCC(=O)NCc4ccccn4)n3)CC2C)c1 (stereo unspecified)
13) CC(NC(=O)c1cccn1C)c1ccccc1OC(F)F (stereo unspecified)
14) CC(=O)c1c(N)nc(C)nc1-c1ccccc1
15) FC(F)(F)c1cc(-c2ccco2)nc(-n2cc(Br)cn2)n1
16) CCc1ccc(Nc2nnc(SCC(N)=O)s2)cc1
17) CCCn1cc(C(=O)N2CCCN(C)C3(CCN(C)CC3)C2)c(C)n1
18) CC1CCC(C(=O)NCC2CCCN(Cc3ccco3)C2)CC1 (stereo unspecified)
19) COc1ccc(C2(C(=O)N3CCCC(O)(CO)CC3)CCCC2)cc1 (stereo unspecified)
20) CCCCSc1nnc2c(n1)OC(c1c(Cl)cccc1Cl)Nc1ccccc1-2 (stereo unspecified)
entry no. | 11 | 12 | 13 | 14 | 15 | 16 | 17 | 18 | 19 | 20
NPYLR7 agonist | 4.6 | -3.7 | -0.1 | -11.7 | 16.3 | -0.9 | 4.9 | 23.8 | 3.1 | 7.3
mcGAS lum | -9.4 | -5.9 | nt | -6.3 | nt | -3.7 | -13.7 | -11.3 | -9.5 | -5.8
hcGAS lum | -7.8 | -2.4 | -1.7 | -1.3 | -11.1 | -3.3 | -6.1 | -7.4 | -5.8 | 0.1

# Numbers 17 to 18, reprinted for reference:
17) CCCn1cc(C(=O)N2CCCN(C)C3(CCN(C)CC3)C2)c(C)n1
18) CC1CCC(C(=O)NCC2CCCN(Cc3ccco3)C2)CC1 (stereo unspecified)
entry no. | 17 | 18
NPYLR7 agonist | 4.9 | 23.8
mcGAS lum | -13.7 | -11.3
hcGAS lum | -6.1 | -7.4

# Later entries:
21) O=C(NS(=O)(=O)c1ccncc1)C1CC1(Cl)Cl (stereo unspecified)
22) O=C(C1CC1)N(Cc1cccnc1)Cc1nccn1Cc1ccc(F)cc1
23) CCC(C(=O)NCCOC)n1c(=O)n(-c2ccccc2Cl)c(=O)c2ccc(Cl)cc21 (stereo unspecified)
24) COCC(=O)N1CCN(c2cc(Cl)ccc2C)C(=O)C1C (stereo unspecified)
25) CCCNC(=O)Cn1cc(OC)c(=O)cc1CN1CCCCC1
26) O=C(Cn1nc2ccccn2c1=O)OCc1csc(-c2ccsc2)n1
27) CN1CCN(C(=O)c2cccc(NS(=O)(=O)NCc3ccccc3)c2)CC1
28) CN1C(=O)NC(c2cccs2)C2=C1CN(CCc1ccccc1)C2=O (stereo unspecified)
29) CCOC(=O)Cn1c(=NC(=O)c2cc(C)nn2CC)sc2cc(S(N)(=O)=O)ccc21
30) Cc1ccccc1C(NC(=O)Cc1nc2ccccc2[nH]1)c1ccncc1 (stereo unspecified)
entry no. | 21 | 22 | 23 | 24 | 25 | 26 | 27 | 28 | 29 | 30
NPYLR7 agonist | 0.5 | 18.5 | 20.5 | -12.1 | -2.2 | 0.8 | 6.2 | -2.5 | 3.7 | 4.5
mcGAS lum | nt | -4.8 | -5.2 | -3.9 | -8.1 | nt | nt | -7.6 | -7.1 | nt
hcGAS lum | -5.6 | -8.7 | -8.4 | 1.3 | -5.6 | -4.7 | -0.9 | -5.2 | -1.1 | -1.1

# Two of the compounds above, with two lines to a compound:
# Under each structure: NPYLR7 agonist | mcGAS lum | hcGAS lum
21. O=C(NS(=O)(=O)c1ccncc1)C1CC1(Cl)Cl (stereo unspecified)
  0.5 | nt | -5.6
30. Cc1ccccc1C(NC(=O)Cc1nc2ccccc2[nH]1)c1ccncc1 (stereo unspecified)
  4.5 | nt | -1.1

# The results go on.
31) Cc1ccc(C(=O)NCC(c2ccccc2C)N(C)C)c(F)c1 (stereo unspecified)
32) CC1Sc2ccccc2N(S(=O)(=O)c2c[nH]c3ncccc23)C1C (stereo unspecified)
33) CN(Cc1ccon1)Cc1cn(C)nc1-c1ccc(C2CCCCC2)cc1
34) O=C1C2CCCN2C(c2ccc(F)cc2)N1c1nccs1 (stereo unspecified)
35) Cc1ccc(OCC2CCCN(Cc3nc(C)ccc3O)C2)cc1 (stereo unspecified)
36) COCCN(Cc1cccc(OS(=O)(=O)c2ccc(F)cc2)c1)C(=O)c1ccc(Cl)c(Cl)c1
37) CCN(CC)C(=O)Oc1ccc2c(ccn2Cc2ccccc2Cl)c1NC(=O)CCCC(=O)OC
38) O=S(=O)(c1ccc(=S)[nH]c1)N1CCOCC1
39) Cc1ccccc1-n1nc(C)c(CNC(=O)CCCNC(=O)OCc2ccccc2)c1C
40) COc1cc(Cl)cc(CN2CCCC(C(=O)N3CCCC3)C2)c1OC (stereo unspecified)
entry no. | 31 | 32 | 33 | 34 | 35 | 36 | 37 | 38 | 39 | 40
NPYLR7 agonist | 5.6 | 8.0 | 4.9 | 7.3 | 0.4 | -6.1 | -0.2 | 17.9 | 19.8 | 4.6
mcGAS lum | nt | -11.8 | -9.3 | -6.1 | nt | -5.4 | -8.3 | -6.4 | -4.3 | nt
hcGAS lum | -6.1 | -13.0 | -5.8 | -6.0 | 0.1 | -5.7 | -9.2 | -1.8 | -4.4 | 2.1

# Shown with values under each structure: entries from further up
# Values run as follows: NPYLR7 agonist, mcGAS lum, hcGAS lum
(36) COCCN(Cc1cccc(OS(=O)(=O)c2ccc(F)cc2)c1)C(=O)c1ccc(Cl)c(Cl)c1
→ -6.1, -5.4, -5.7
(38) O=S(=O)(c1ccc(=S)[nH]c1)N1CCOCC1
→ 17.9, -6.4, -1.8
(32) CC1Sc2ccccc2N(S(=O)(=O)c2c[nH]c3ncccc23)C1C (stereo unspecified)
→ 8.0, -11.8, -13.0

# A second format for part of the listing above.
cpd | SMILES | NPYLR7 agonist | mcGAS lum | hcGAS lum
19 | COc1ccc(C2(C(=O)N3CCCC(O)(CO)CC3)CCCC2)cc1 (stereo unspecified) | 3.1 | -9.5 | -5.8
29 | CCOC(=O)Cn1c(=NC(=O)c2cc(C)nn2CC)sc2cc(S(N)(=O)=O)ccc21 | 3.7 | -7.1 | -1.1

# New compounds follow:
41) O=C(NCC1CCN(Cc2cccc(O)c2)C1)C1CCCCC1 (stereo unspecified)
42) COc1ccc(NC(=O)NC(Cc2ccccc2)c2nnc(SCc3ccccc3)n2-c2ccc(C)cc2)c(OC)c1 (stereo unspecified)
43) CCC(C(=O)N(CCCOC)CC(=O)N(CCc1ccc(OC)c(OC)c1)Cc1sccc1C)c1ccccc1 (stereo unspecified)
44) CCN(C/C=C/c1ccccc1)C(=O)c1cnn2cc(CCO)cnc12
45) COC(=O)C1=C(C)NC2=C(C(=O)CCC2)C1c1cc([N+](=O)[O-])c(C)s1 (stereo unspecified)
46) Cc1cccc(COc2ccc3c(C4CC4)noc3n2)c1
47) O=C(NCCn1ncc2c(=O)n(Cc3cccc(Cl)c3)cnc21)c1ccco1
48) COc1ccc(Cl)c2sc(N(CCN3CCOCC3)C(=O)c3ccno3)nc12
49) Cc1nc2ccccn2c(=O)c1NC(=O)Cc1ccc(-c2ccccc2)cc1
50) Cc1cccc(Cn2c(N3CCCC3)nc3c2c(=O)n(C)c(=O)n3C)c1
entry no. | 41 | 42 | 43 | 44 | 45 | 46 | 47 | 48 | 49 | 50
NPYLR7 agonist | 20.5 | -8.8 | nt | nt | 4.7 | 2.7 | -4.6 | 1.3 | 4.0 | nt
mcGAS lum | -13.2 | 0.3 | -5.5 | -11.8 | nt | -5.1 | -9.7 | nt | nt | -8.7
hcGAS lum | -11.5 | 1.6 | -3.9 | -8.9 | -11.5 | -7.5 | -5.0 | -4.8 | -10.7 | -11.2

51) COc1cccc(C2NC(=O)N(C)C3=C2C(=O)N(CC(=O)N2CCN(c4cccc(C(F)(F)F)c4)CC2)C3)c1OC (stereo unspecified)
52) CNc1ncccc1C(=O)NC1CC(=O)N(Cc2cccc(F)c2)C1 (stereo unspecified)
53) CCn1c(SCCC#N)nnc1-c1ccc(Cl)cc1
54) FC(F)(F)c1cnc(NN=Cc2cccnc2)c(Cl)c1
55) CC(NCc1ccc(N(C)C)cc1)C12CC3CC(CC(C3)C1)C2 (stereo unspecified)
56) Cc1ccc(C)c(OCC(=O)N(C)Cc2nc(-c3ccccn3)no2)c1C
57) CC1(C)CCC[C@@]2(C)C1CC[C@@](C)(O)[C@@H]2CC[C@@](C)(O)C1CO1 (stereo partly specified)
58) CC(C)N(CCSc1ccc(NC(=O)C2CC2)nn1)C(C)C
59) COc1cc(=O)n(-c2ccccc2C)nc1C(=O)Nc1ccccc1C(N)=O
60) Oc1ccc(OCc2ccccc2)cc1
entry no. | 51 | 52 | 53 | 54 | 55 | 56 | 57 | 58 | 59 | 60
NPYLR7 agonist | 0.3 | 1.5 | 11.9 | -5.5 | nt | -1.4 | 2.1 | 0.9 | -3.8 | -1.9
mcGAS lum | -3.0 | nt | -3.8 | nt | -2.7 | nt | -2.3 | nt | 2.9 | -6.2
hcGAS lum | -3.6 | -5.0 | -5.4 | -10.1 | 6.4 | -3.0 | -3.3 | -1.6 | 4.6 | -11.0

61) CNC(=O)[C@@H]1[C@@H](OC)C(=O)N(C)C12CCN(C(=O)/C=C/c1ccccc1)CC2
62) Cc1cccc(Nc2ncnc3c2CN(CC(=O)Nc2ccccc2-n2cccc2)CC3)c1
63) COc1ccnc(NCCc2cn3c(n2)CCCC3)n1
64) O=C(NCCC1=CCCCC1)C1(CCO)CC12CCOCC2 (stereo unspecified)
65) CCCc1nnc2sc(Cn3cc(Cl)cn3)nn12
66) CN1CCN([C@@H]2CCN(c3ncccc3C(=O)O)C[C@H]2O)CC1
67) CC(/C=C1N=C(/C=C/c2cccc(Cl)c2Cl)OC\1=O)=C\c1ccccc1
68) Cc1sc2ncn(CC(=O)N(C)Cc3ccc(Br)s3)c(=O)c2c1C
69) COc1ccc(NC(=O)c2cnn3c(C(F)(F)F)cc(-c4cccs4)nc23)cc1OC
70) CNC(=O)[C@@]1(OCc2cccc(F)c2)CC(OCc2cccc(C(F)(F)F)c2)[C@@H]2OC(C)(C)O[C@@H]2C1 (stereo partly specified)
entry no. | 61 | 62 | 63 | 64 | 65 | 66 | 67 | 68 | 69 | 70
NPYLR7 agonist | -7.3 | 1.1 | 7.9 | nt | nt | -1.3 | -0.9 | -0.5 | -2.1 | 26.1
mcGAS lum | -3.3 | -3.0 | -6.8 | -0.7 | 2.1 | nt | nt | nt | -6.2 | -4.9
hcGAS lum | 5.4 | -3.1 | -12.0 | 1.6 | 3.8 | -2.3 | -4.0 | -1.2 | -0.5 | -5.5

71) CCCN1CCC(NC(=O)C(C)Sc2ccc(Br)cc2)CC1 (stereo unspecified)
72) COCCn1cc(C(=O)N2CCN(CC(=O)NC(C)C)CC2)c2nn(-c3ccccc3)c(=O)c-2c1
73) O=C(O)c1ccccc1C(=O)N[C@H]1CO[C@H]2[C@@H]1OC[C@H]2OCc1ccccc1
74) CC(C)CCn1c(N2CCN(Cc3c(F)cccc3Cl)CC2)nc2c1c(=O)[nH]c(=O)n2C
75) N#Cc1ccccc1COC1C[C@](OCc2cccc(Cl)c2)(C(=O)NCCN2CCOCC2)C[C@@H](O)[C@H]1O (stereo partly specified)
76) CCCCN(CC(=O)N(Cc1ccccc1)Cc1ccc(C)s1)S(=O)(=O)c1ccc([N+](=O)[O-])cc1
77) CCOC(=O)C1=C(C)N=c2s/c(=C/c3cccc(Br)c3)c(=O)n2C1c1ccc(OC)cc1 (stereo unspecified)
78) Cc1cc(C(=O)N2CCCC(c3nnc4n3CCN(C3CCCC3)C4)C2)n(C)n1 (stereo unspecified)
79) C=C(C)CSc1nnc(NC(=O)COc2ccccc2)s1
80) CC(NC(=O)OC(C)(C)C)c1ccc(N)cc1 (stereo unspecified)
81) CC1(C)CC2CC(C)(CN2C(C(=O)NCCc2ccc(O)cc2)c2ccccc2)C1 (stereo unspecified)
82) COC(=O)c1ccc(Cn2cnc3c(cnn3C3CCS(=O)(=O)C3)c2=O)cc1 (stereo unspecified)
entry no. | 71 | 72 | 73 | 74 | 75 | 76 | 77 | 78 | 79 | 80 | 81 | 82
NPYLR7 agonist | -9.0 | -2.9 | -6.3 | 0.7 | 0.1 | 10.4 | 3.3 | nt | -0.6 | 15.8 | 0.9 | 10.8
mcGAS lum | nt | -7.9 | -7.2 | nt | -4.8 | -6.2 | -3.7 | -4.4 | -5.6 | -17.2 | -4.5 | nt
hcGAS lum | -9.3 | -7.6 | -6.4 | -1.8 | -5.9 | -8.7 | -5.6 | -11.8 | -8.3 | -8.5 | 1.7 | -7.1

# Screening results as filed in PubChem.
